# From PubChem BioAssay
# HCV NS3h FP – HCV NS3 helicase inhibitors, primary screen, biochemical, fluorescence polarization, ChemBridge library; NS3h Cy5-dT15 DNA binding; inhibition, % at 100 µM; 16,000 compounds, 1.6% hits; AID 687043, 2013;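 active = inhibition above the average over every tested compound plus 3 SD, cut at about 40% in these data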
# Cy5 interf NS3h – Cy5 fluorescence quenchers or enhancers, artefact control for HCV NS3 helicase inhibitor project, biochemical, ChemBridge library, Cy5 readout | fluorescence interference ratio at 100 µM | 16,000 compounds, 6% hits | Cy5-dT15 DNA with NS3h, fluorescence interference; actives lie on both sides; signal over control mean, under 1 quenches;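 active = compound fluorescence over control fluorescence at most 0.8, a quencher, or at least a set upper limit, an enhancer; inactive = ratio between 0.8 and the set upper limit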
# * = called active by the depositor. Not a hit list; overall some 7% were active at least once.
SMILES,HCV NS3h FP,Cy5 interf NS3h
CC1=C(C(=O)OCCc2ccccc2)C(c2ccc(O)cc2)C2=C(CCCC2=O)N1 (stereo not drawn),12,1
Cc1cc(Br)ccc1OCC(=O)N1CCCCC1,5,1
O=Cc1cccc(OCc2ccc(F)cc2)c1,14,1
C=CCn1c(C)nc2c(cnn2-c2ccccc2)c1=O,0,1.1
CCN1C(=O)/C(=C\c2cn(-c3ccccc3)nc2-c2ccc(Cl)cc2)SC1=S,0,1.1
Cc1ccc(NC(=O)c2ccco2)cc1Br,5,1
O/N=C1\c2ccccc2/C(=N\O)C1c1ccccc1,10,1.2
Cc1ccc(-c2nc3ccccc3o2)cc1NC(=O)c1ccccc1Br,6,0.95
Cc1ccc([N+](=O)[O-])cc1NC(=O)c1ccccc1C(=O)O,6,1.1
CC(C)C(=O)Nc1ccc(Oc2ccc(C(=O)O)c(C(=O)O)c2)cc1,6,0.99
Cc1ccc2nc(SCc3ccc(Cl)cc3)nc(C)c2c1,10,0.99
O=C(Nc1ccc(F)c([N+](=O)[O-])c1)c1cc2ccccc2o1,1,1.1
COc1cccc(C2NC(=O)NC(C)=C2C(=O)Nc2ccc(C)c(Cl)c2)c1OC (stereo not drawn),-1,0.97
O=C(O)CN1C(=O)c2cccc3c(I)cc(Br)c1c23,22,1.1
O=C(/C=C/c1ccccc1)Nc1nnc(-c2cccs2)s1,18,1.1
C=COCCNC(=O)C(=O)Nc1ccc(CC)cc1,1,1
CN(C)c1ccc2c(=O)[nH][nH]c(=O)c2c1,11,1
N#Cc1ccccc1NC(=O)COc1ccccc1,3,0.94
CCOc1ccc(-c2cc(C)n3nc(C(=O)N(C)Cc4ccccc4)cc3n2)cc1,23,0.97
Cc1ccc(NC(=O)c2ccc(-c3cccc(Cl)c3)o2)c([N+](=O)[O-])c1,1,0.99
Cc1cc(NC(=O)c2ccc(Cl)c([N+](=O)[O-])c2)ccc1Br,10,1.1
CC1=NN(C(=O)CSc2ccccn2)C(C)(O)C1 (stereo not drawn),6,0.88
O=C(Nc1ccccc1CO)c1cccc(F)c1,1,0.95
Cc1c(C)c2ccc(OCC(=O)O)cc2oc1=O,6,1
COCCNC(=O)c1ccc([N+](=O)[O-])cc1Cl,-6,0.99
Cc1ccc(/C=C2\SC(=S)N(c3cccc(C)c3C)C2=O)cc1,21,1.1
O=C(NC(NC(=S)Nc1ccc(F)cc1)C(Cl)(Cl)Cl)c1ccc(F)cc1 (stereo not drawn),5,0.85
CCOC(=O)C1=C(N)Oc2ccc3ccccc3c2C1c1ccc(Br)cc1 (stereo not drawn),7,0.98
CC(=O)c1c(OC(=O)c2ccco2)ccc2c(C)cc(=O)oc12,3,1
CCOC(=O)C1=C(O)/C(=C\c2ccccc2Cl)N=C1C,5,0.88
O=c1[nH]c(/C=C/c2ccc(OCc3ccccc3)cc2)c([N+](=O)[O-])c(=O)[nH]1,28,0.83
CCOc1ccc(/C=C/C(=O)Nc2cc([N+](=O)[O-])ccc2C)cc1OC,28,0.97
CCN(CC)c1ccc(C(=O)Nc2ccccc2C(F)(F)F)cc1,9,1
CC(=O)c1ccc(NC(=NS(=O)(=O)c2ccccc2)c2ccccc2)cc1,21,0.93
C=CCCCC(=O)Nc1ccc(-c2ccc(NC(=O)CCCC=C)cc2)cc1,8,0.94
Cc1ccc(Nc2cc(C)c3ccccc3n2)c(C)c1,8,0.95
CCN(CC)C(=S)SC1CC(=O)N(c2ccccc2)C1=O (stereo not drawn),-8,1.1
COCCOC(=O)c1c(C)oc2ccc(OC/C=C/c3ccccc3)cc12,11,0.85
Cc1ccc(CN2CCN(/N=C\c3ccc(Br)s3)CC2)cc1,2,0.96
O=C(c1cccc(F)c1)N1CCN(c2cc(N3CCCCC3)c(F)cc2[N+](=O)[O-])CC1,-4,1.1
Cc1ccc(C)c(NC(=O)CN(c2ccc(C)c(Cl)c2)S(C)(=O)=O)c1,14,0.96
Cc1cc(C)n(S(=O)(=O)c2cccc(Cl)c2Cl)n1,12,0.89
C=CCc1c(C)nc2cc(-c3ccc(C)cc3)[nH]n2c1=O,62*,1.2*
CC(=O)Nc1cc(-c2ccc(Cl)cc2)[nH]n1,7,0.67*
Cc1nc2ccccc2n1CC(O)COC1CCCCC1 (stereo not drawn),0,1
CC(C)C(=O)NC(=S)N1CCOCC1,-5,1.1
Cc1nc2ccccc2nc1-c1ccc([N+](=O)[O-])cc1,1,0.94
C=COCCNC(=O)C(=O)Nc1c(C)cccc1C,0,1.1
COC(=O)c1c(C)oc2ccc(NS(=O)(=O)c3ccc(Cl)cc3)cc12,16,1
O=C1OC2C=CC(Br)=CC2C=C1C(=O)N1CCSC1c1ccc2c3c(cccc13)CC2 (stereo not drawn),13,1
CCOc1cc(/C=C2/SC(=S)N(C)C2=O)ccc1OCCOc1ccc(C(C)(C)C)cc1,9,1.1
CCc1nnc(NS(=O)(=O)c2ccc(N/C=C\C(=O)c3ccc4c(c3)OCO4)cc2)s1,18,1
O=C1C=CC(=O)N1c1cccc([N+](=O)[O-])c1,63*,0.9
O=C(Nc1ccc(Br)cc1)Nc1cccc(Cl)c1,10,1
COc1cc(/C=C2\SC(=S)N(C)C2=O)ccc1OC(=O)c1sc2cc(C)ccc2c1Cl,16,0.87
COc1ccc(S(=O)(=O)Nc2ccc(C)c(Cl)c2)cc1OC,13,0.93
O=C(CSc1nc2ccccc2[nH]1)Nc1nc2ccccc2s1,4,0.99
C=CCOC(=O)C1=C(C)NC(C)=C(C(=O)OCC=C)C1c1ccc(C(=O)OC)cc1,10,0.91
CN(C)/C=C1/CCc2c([nH]c3ccccc23)C1=O,10,0.92
CC(C)COc1ccc(C(=O)Nc2ccccc2[N+](=O)[O-])cc1,5,0.93

# (more compounds)
SMILES,HCV NS3h FP,Cy5 interf NS3h
COc1cccc(C(=O)N2CCN(C3CC4CCC3C4)CC2)c1 (stereo not drawn),-10,0.68*
Cc1cc(C=O)c(C)n1-c1ccc([N+](=O)[O-])cc1,-4,1.1
O=C1S/C(=C/c2cccc(O)c2)C(=O)N1c1ccccc1,13,0.9
CC(=O)NC(c1ccccc1)C1C(=O)N(c2ccccc2)N=C1C (stereo not drawn),3,0.97
CC(C)COc1ccc(C(=O)N/C(=C/c2ccc3c(c2)OCO3)C(=O)O)cc1,17,1.1
Cc1ccc(-n2c(C)cc(/C=C3\NC(=O)NC3=O)c2C)cc1C,-8,0.89
CCCCOc1ccc(C(=O)Nc2ccc(-c3nc4ncccc4o3)cc2)cc1,7,0.89
c1ccc2c(N3CCCCC3)nc(-c3ccncc3)nc2c1,-15,0.99
CCOc1ccc(C(=O)N2CCC(Cc3ccccc3)CC2)cc1OCC,13,0.89
COC(=O)C1CC(=O)OC1c1ccccc1 (stereo not drawn),4,0.94
CC(=O)Oc1cc2ccccc2cc1-c1nc2n(n1)C(=O)CCS2,11,0.96
O=C(/C=C/c1ccc2c(c1)OCO2)N1CCC(CN2C(=O)c3cccc4cccc(c34)C2=O)CC1,20,0.96
CC(C)NC(=O)NCC12CC3CC(CC(C3)C1)C2,-8,0.97
Cc1cccc(C(=O)NCC(C)CN(C)C)c1 (stereo not drawn),2,1
COc1ccc(C2Nc3ccccc3C(=O)N2Cc2ccco2)cc1 (stereo not drawn),5,0.93
COC(=O)c1ccc(NC(=O)COc2ccc3ccccc3c2)cc1,6,0.86
Cc1ccc(C(C)C)c(OC(=O)c2ccccc2[N+](=O)[O-])c1,16,0.99
CCCOc1ccc(C(=O)Nc2ccc(Br)cc2C(=O)O)cc1,11,1
COc1ccc(COC(=O)NNC(=O)c2ccccc2Cl)cc1,1,1
COc1cccc(-c2nc(N)c3c(=O)oc4ccccc4c3n2)c1,-9,1.1

# Fetched by compound from above (2):
SMILES,HCV NS3h FP,Cy5 interf NS3h
Cc1ccc(Nc2cc(C)c3ccccc3n2)c(C)c1,8,0.95
c1ccc2c(N3CCCCC3)nc(-c3ccncc3)nc2c1,-15,0.99

# Following part
SMILES,HCV NS3h FP,Cy5 interf NS3h
COc1cc(OC)c(NC(=O)c2ccc(Cl)c(Cl)c2)cc1Cl,10,1.1
CC(=O)C1C(=O)c2c(cccc2[N+](=O)[O-])C1=Nc1ccc(N=Cc2cc(Br)ccc2O)cc1 (stereo not drawn),7,1
Cc1ccc(C(=O)N/C(=C\c2ccc(Cl)cc2)C(=O)NCc2ccncc2)cc1,5,0.89
O=C1ON=C(c2ccc(Cl)cc2)/C1=C/c1ccccc1Cl,9,0.94
Nc1nnc(SCC(=O)NCc2ccccc2)s1,-9,0.85
CC(C)=NNc1nc2sc3c(c2c(=O)n1-c1ccc(C)cc1)CC(C)(C)OC3,0,1
COc1ccc(CNC(=O)c2cc(OC)cc(OC)c2)cc1,8,0.93
Cn1nnc(NC(=O)c2ccccc2F)n1,2,1.1
O=C(CSc1nc2ccccc2o1)c1ccc2c(c1)Cc1ccccc1-2,1,0.64*
CCOc1ccc(N(CC(=O)NCCSCc2ccc(Cl)cc2)S(C)(=O)=O)cc1,2,0.94
Cc1ccc(C2=[N+]([O-])C3(CCCCC/C3=N/NC(N)=S)N(O)C2(C)C)o1 (stereo not drawn),-1,0.97
Cc1cc(C)c(NS(=O)(=O)c2cc(C)ccc2C)c(C)c1,13,0.86
C=CCOC(=O)C1=C(C)NC(C)=C(C(=O)OCC=C)C1c1cccs1,19,0.9
COc1cccc(C(=O)Nc2cccc3nsnc23)c1,9,1
Cc1c(Cl)c(C(F)(F)F)nn1CC(=O)NCc1ccc(Cl)cc1,2,0.98
CCOc1ccc(NC2=C(Cl)C(=O)N(c3ccccc3)C2=O)cc1,7,0.97
CCc1ccc(-c2nn(-c3ccccc3)cc2/C=C/C(=O)O)cc1,12,1.1
Cc1cccc(C(=O)Nc2ccc(C(=O)/C=C/c3ccncc3)cc2)c1,-5,0.74*
CC(=O)c1cccc(NC(=O)Nc2cccc3ccccc23)c1,8,1
COc1ccc(/C=C2/Sc3ccccc3C2=O)cc1,14,0.95
COc1ccc(OC)c(N2C(=O)CC(Sc3nc4ccccc4s3)C2=O)c1 (stereo not drawn),9,1.2
COc1cc(N2C(=O)NC(=O)/C(=C\c3cc(Br)c(O)c(OC)c3)C2=O)c(OC)cc1Cl,12,1.1
CCN(CC)CCOc1nnc(-c2ccc(OC)cc2)c2ccccc12,5,1
Cc1ccc(N2CC(C(=O)Nc3c(C)cc(C)cc3C)CC2=O)cc1 (stereo not drawn),15,1
Cc1ccoc1C(=O)Nc1ccccc1C(=O)O,-2,1
CCc1c(C)c2ccc(OC(C)=O)c(C)c2oc1=O,-1,0.96
C=CCNC1=C(Cl)C(=O)N(c2cccc(Cl)c2Cl)C1=O,8,0.95
O=C(NC(CO)(CO)CO)c1cccc(-c2ccc(O)cc2)c1,-1,1
NS(=O)(=O)c1ccc(CNS(=O)(=O)c2ccc(Br)cc2)cc1,0,0.96
Cc1ccc(/C=C2\SC(=S)N(c3ccc(F)cc3)C2=O)cc1,10,0.93
O=C1/C(=C/c2cccc([N+](=O)[O-])c2)SC(=S)N1C1CCS(=O)(=O)C1 (stereo not drawn),15,0.35*
c1ccc(CC2=NNC(Cc3ccccc3)=NN2)cc1,1,0.95
Cc1ccc(C)n1-c1ccc(C(=O)O)c(O)c1,90*,1.3*
CCN(CC)C(=O)c1ccccc1NC(=O)c1ccccc1F,-21,1
O=C1c2ccc([N+](=O)[O-])cc2C(=O)N1c1nccs1,3,1.2
O=C(CSc1n[nH]c(-c2ccccc2)n1)c1ccc(Cl)cc1,13,1
CCOc1ccc(-c2nn(-c3ccccc3)cc2C2C(C(=O)OC)=C(C)NC(C)=C2C(=O)OC)cc1[N+](=O)[O-],10,0.94
O=c1oc2cc(OCc3ccc(Cl)cc3Cl)ccc2c2c1CCC2,6,0.96
O=C(c1ccccc1[N+](=O)[O-])N(Cc1ccccc1)Cc1ccccc1,15,0.99
CCOc1ccc(C(=O)Nc2ccc3oc(-c4cccc(C)c4)nc3c2)cc1,4,1
COc1ccc(/C=C(\NC(=O)c2ccc(Cl)cc2)C(=O)NCCCN2CCOCC2)cc1OC,6,0.91
Cc1ccc(NC(=O)c2cccc3ccccc23)c([N+](=O)[O-])c1,12,1.1
Cc1cc(C)c2sc(NC(=O)c3cccc(Cl)c3)nc2c1,23,1.1
CCCC(=O)Nc1ccc(NC(=O)c2ccc(OC)c(Br)c2)cc1,1,1.1
COc1cc(C2C(=C(O)c3ccccc3)C(=O)C(=O)N2c2ccccn2)ccc1O (stereo not drawn),1,1
COc1ccc(CCN=CC2=C(O)CC(C)(C)CC2=O)cc1OC,-1,1.1
COc1ccc(CCNC(=O)N2C(=O)C=CC2=O)cc1OC,12,1.1
CCOC(=O)c1sc(NC(=O)COc2ccc(C)cc2C)c(C(=O)OCC)c1C,4,0.98

# 15 compounds already listed, arranged by molecular weight, falling.
SMILES,HCV NS3h FP,Cy5 interf NS3h
CCOc1ccc(-c2nn(-c3ccccc3)cc2C2C(C(=O)OC)=C(C)NC(C)=C2C(=O)OC)cc1[N+](=O)[O-],10,0.94
CCOC(=O)c1sc(NC(=O)COc2ccc(C)cc2C)c(C(=O)OCC)c1C,4,0.98
COc1cc(C2C(=C(O)c3ccccc3)C(=O)C(=O)N2c2ccccn2)ccc1O (stereo not drawn),1,1
CCCC(=O)Nc1ccc(NC(=O)c2ccc(OC)c(Br)c2)cc1,1,1.1
O=C1/C(=C/c2cccc([N+](=O)[O-])c2)SC(=S)N1C1CCS(=O)(=O)C1 (stereo not drawn),15,0.35*
CCOc1ccc(C(=O)Nc2ccc3oc(-c4cccc(C)c4)nc3c2)cc1,4,1
O=c1oc2cc(OCc3ccc(Cl)cc3Cl)ccc2c2c1CCC2,6,0.96
O=C(c1ccccc1[N+](=O)[O-])N(Cc1ccccc1)Cc1ccccc1,15,0.99
COc1ccc(CCN=CC2=C(O)CC(C)(C)CC2=O)cc1OC,-1,1.1
O=C(CSc1n[nH]c(-c2ccccc2)n1)c1ccc(Cl)cc1,13,1
Cc1cc(C)c2sc(NC(=O)c3cccc(Cl)c3)nc2c1,23,1.1
CCN(CC)C(=O)c1ccccc1NC(=O)c1ccccc1F,-21,1
Cc1ccc(NC(=O)c2cccc3ccccc23)c([N+](=O)[O-])c1,12,1.1
O=C1c2ccc([N+](=O)[O-])cc2C(=O)N1c1nccs1,3,1.2
c1ccc(CC2=NNC(Cc3ccccc3)=NN2)cc1,1,0.95
